# High-throughput results as filed in PubChem BioAssay.
# FXIIa inh 1536 = human FXIIa protease inhibitors, primary screen, biochemical, 1536-well; Coagulation factor XII (Homo sapiens), P00748; purified FXIIa, Boc-QGR-AMC fluorogenic substrate, 2 h; inhibition, % at 5 µM; actives 0.3% (n = 220,000); AID 800, 2007; in the data active = inhibition above about 40%;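 also: 0% = enzyme with no compound and 100% = blank without enzyme; many of its hits are not listed in these tables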
# Target sequence (P00748 20-372 limits assumed): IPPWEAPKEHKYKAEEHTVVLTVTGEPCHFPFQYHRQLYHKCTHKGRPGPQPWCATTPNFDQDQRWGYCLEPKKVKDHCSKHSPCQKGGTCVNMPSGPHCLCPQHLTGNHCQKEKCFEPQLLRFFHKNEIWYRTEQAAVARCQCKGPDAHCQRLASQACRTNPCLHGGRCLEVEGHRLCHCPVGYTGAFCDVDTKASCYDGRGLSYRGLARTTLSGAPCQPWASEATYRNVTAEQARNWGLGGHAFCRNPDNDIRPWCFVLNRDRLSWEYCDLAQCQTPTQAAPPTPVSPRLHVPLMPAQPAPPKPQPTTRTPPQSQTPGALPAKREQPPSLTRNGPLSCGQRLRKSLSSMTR
# Target sequence (P00748 373-615 limits assumed): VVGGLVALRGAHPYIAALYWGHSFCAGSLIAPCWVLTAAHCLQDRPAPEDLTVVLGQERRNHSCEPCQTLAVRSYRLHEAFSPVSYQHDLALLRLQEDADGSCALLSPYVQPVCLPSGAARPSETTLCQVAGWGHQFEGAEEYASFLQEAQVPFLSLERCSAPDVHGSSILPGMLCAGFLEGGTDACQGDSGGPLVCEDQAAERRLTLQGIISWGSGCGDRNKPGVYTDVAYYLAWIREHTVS
# Rad51 HR inh = human RAD51 strand exchange inhibitors, primary screen, biochemical, fluorescence; DNA repair protein RAD51 homolog 1 (Homo sapiens), Q06609; hRad51 DNA strand exchange, fluorescence dequenching; inhibition, % at 10 µM; actives 0.085% (n = 200,000); AID 1385, 2008;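 active = inhibition above 40% at the single screening dose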;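 also: 0% = DMSO control wells and 100% = blanks with heterologous ssDNA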
#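 material = hRad51 filaments on single-stranded DNA | timing = filaments 15 min 37 °C, then compound 30 min | signal = FRET fluorescence dequenching, excitation 485 nm, emission 520 nm | benchmarks = control wells and blank wells on each plate | evaluation = percent inhibition relative to plate controls and blanks | compound = 10 µM final, single point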
# FXIa inh = human FXIa protease inhibitors, primary screen, biochemical, 1536-well | Coagulation factor XI (Homo sapiens), P03951 | purified FXIa, Boc-Glu-Ala-Arg-AMC fluorogenic substrate | inhibition, % at 5 µM | actives 0.14% (n = 220,000) | AID 798, 2007;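 active = inhibition of at least 40%; inactive = inhibition below 40%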;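 also: fluorescence of freed AMC excited at 355 nm; 0% = enzyme without compound and 100% = no enzyme blank; many of its hits are not listed in these tables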
# KCC2 mod = KCC2 cotransporter modulators, thallium flux, primary screen, cell-based, HEK293 KCC2, FluoZin-2 fluorescence, MLSMR. Solute carrier family 12 member 5 (Homo sapiens), Q9H2X9. KCC2 cells, thallium flux FluoZin-2 fluorescence. B-score of Tl+ flux slope (higher = more flux/activation; lower = inhibition) at 10 µM. actives 2.2% (n = 190,000);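 active = thallium flux slope and its plate-corrected score both differing from the plate sample mean at a set confidence after two filtering rounds, in either direction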;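 also: slope of fluorescence scaled to starting intensity during 10 to 20 s after thallium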
# Calpain2 inh = inhibitors of pig calpain II, primary screen, biochemical, fluorogenic peptide substrate, 1536-well; purified calpain II, 30 min; inhibition, % at 16 µM; actives 0.37% (n = 220,000);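 active = inhibition above about 50%, limit read from the data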
# hK5 inh = human KLK5 protease inhibitors, primary screen, biochemical, 1536-well. Kallikrein-5 (Homo sapiens), Q9Y337. recombinant hK5, fluorogenic AMC substrate cleavage. inhibition, % at 5 µM. actives 0.59% (n = 210,000);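 active = inhibition of 40% or more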;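 also: 0% = enzyme controls without compound and 100% = no-enzyme blanks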
# Target sequence (Q9Y337 67-293 limits assumed): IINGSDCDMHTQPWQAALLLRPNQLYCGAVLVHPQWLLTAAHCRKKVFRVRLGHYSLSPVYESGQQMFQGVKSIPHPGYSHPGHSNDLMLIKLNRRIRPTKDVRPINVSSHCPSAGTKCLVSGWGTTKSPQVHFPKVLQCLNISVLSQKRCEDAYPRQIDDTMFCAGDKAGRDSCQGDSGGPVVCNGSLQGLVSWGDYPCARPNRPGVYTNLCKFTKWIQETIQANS
# PERK inh = block of dimerizer-induced PERK translation repression, primary screen, PERK inhibitor project, CHO PERK-DD cells, SEAP luminescence, HTS. actives 0.17% (n = 220,000). CHO PERK-DD fusion, SEAP luminescence translation reporter. Eukaryotic translation initiation factor 2-alpha kinase 3 (Homo sapiens), Q9NZJ5. inhibition, % at 5.6 µM;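 active = inhibition above the mean inhibition of all tested compounds plus 3 SD, set separately per screening campaign, cut at about 2.9% in these data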;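 also: PERK kinase domain activated by AP20187 dimerizer at 100 nM; 0% = DMSO with dimerizer and 100% = rapamycin at 8.4 µM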
# Furin inh = human furin inhibitors, primary screen, biochemical, fluorescence intensity; P09958; purified furin, fluorogenic substrate cleavage; inhibition, % at 30 µM; actives 0.061% (n = 220,000); AID 463115, 2010; in the data active = inhibition above about 25%; also: inactives centre near -15
# thrombin 1536 = human alpha-thrombin inhibitors, primary screen, counter-screen for coagulation protease inhibitor project, biochemical, 1536-well, fluorogenic AMC substrate; Boc-VPR-AMC fluorogenic substrate cleavage; inhibition, % at 5 µM; actives 0.26% (n = 220,000); AID 1046, 2008;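 active = inhibition at or above 40%; inactive = inhibition below 40%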;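 also: 0% = enzyme with no compound and 100% = wells without enzyme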
#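 Assay system: human alpha-thrombin enzyme. Reagent: Boc-VPR-AMC substrate, 15 µM final. Compound dosing: one concentration per compound, 5 µM, with 0.2% DMSO. Incubation: room-temperature reaction. Technique: AMC fluorescence, 355/460 nm. Measure: % inhibition relative to enzyme controls and enzyme-free blanks.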
# * marks the source's active call; other numbers are inactive results; . = not tested or not shown; [ ] = another dose, or the depositor's remark. Only part of the results is shown; rates above refer to the full screens.
SMILES	FXIIa inh 1536	Rad51 HR inh	FXIa inh	KCC2 mod	Calpain2 inh	hK5 inh	PERK inh	Furin inh	thrombin 1536
CNc1nc(OC)nc(N2CCOCC2)n1	5.0	-1.5	-4.0	0.379	-6.9	-20.6	0.3	-15.8[20 µM]	-4.9
O=C(OCC(=O)c1c[nH]c2ccccc12)c1cc2ccccc2cc1O	3.8	-1.4	4.6	-0.358	30.1	-8.8	-0.5	-3.0	-4.8
COc1ccc(C(C)(C)C)cc1NC(=O)COC(=O)c1cnc(C)cn1	20.9	-9.7	14.1	-0.964	-2.8	-11.8	1.5	-23.4	-0.3
COC(=O)c1ccc(C(=O)OC)c(NC(=O)COC(=O)c2ccc(OC)c(OC)c2OC)c1	-2.2	-2.1	-5.5	-1.13	8.1	-6.3	-0.4	-19.3	-11.1
COc1ccc(CCCNC(=O)CC#N)cc1OC	0.2	4.0	-7.0	0.155	7.3	-11.8	1.1	-20.2	-4.4
O=c1c2c3c(sc2nc2n1CCCCC2)C(O)CCC3 (stereo not drawn)	4.6	-8.1	1.6	-1.17	25.8	9.3	-1.3	-6.2	-8.7
Cn1c(CC(=O)Nc2ccc(Cl)c(Cl)c2)n[nH]c1=S	6.3	2.1	2.4	0.098	24.9	-3.9	0.5	-23.7	-3.7
O=C1Nc2ccc([N+](=O)[O-])cc2OC1CCN1CCOCC1 (stereo not drawn)	10.6	.	-2.6	0.00468	-25.4	.	1.7	-20.1	1.1
CCC(C)(C)n1nnnc1C(c1ccc2ncccc2c1)N1CCN(Cc2ccc3c(c2)OCO3)CC1 (stereo not drawn)	8.4	8.0	3.6	.	-58.5	-0.5	0.2	-24.3	4.2
CN(C)C(=O)c1nc2ccc(Cl)cn2c1CN1CCCC(OCc2cccnc2)C1 (stereo not drawn)	29.0	14.9	35.4	.	24.3	25.2	-0.3	-1.0	11.4
CCC(C)Sc1nc2c(cnn2-c2ccc(C)c(C)c2)c(=O)[nH]1 (stereo not drawn)	7.0	5.1	1.0	-0.442	-15.3	-2.5	0.9	-24.1	-9.0
CCN1CCN(c2cc(C)c3cc(NC(=O)c4cccs4)ccc3n2)CC1	7.2	.	-1.5	-0.519	0.1	-0.7	-2.0	-13.5	-11.8
CC1SCC(=NOCc2c(Cl)cccc2Cl)CS1 (stereo not drawn)	2.1	-2.3	-2.5	-0.0185	-5.9	10.4	0.7	-28.1	-7.9
Cc1ccc(Nc2nnc(SCC(=O)NC3CCS(=O)(=O)C3)s2)c(C)c1 (stereo not drawn)	5.7	-3.0	2.2	0.295	-9.4	-3.7	1.1	-23.3	-4.2
CC(=O)Oc1cccc(/C=C2\Sc3ccccc3C2=O)c1	7.5	-7.6	-1.3	-1.47	-3.9	-3.8	-0.6	5.8	-5.6
O=C(Nc1ccc(F)cc1)C(c1ccccc1)N1CCN(S(=O)(=O)c2c(F)cccc2F)CC1 (stereo not drawn)	12.9	8.4	6.4	-0.279	-32.1	-7.2	-0.4	-26.2	-5.8
C/C(=N\Nc1cc(-c2ccccc2)nc(-c2ccc(Br)cc2)n1)c1cccc(N)c1	.	-4.9	.	1.2	.	.	0.4	-13.7[20 µM]	.
CC(=O)N(CCC(Cc1ccccc1)c1ccc2c(c1)OCO2)Cc1ccccc1F (stereo not drawn)	9.7	.	0.7	.	43.2	-1.9	-0.8	-4.1	-0.8
O=C(Nc1ccccc1)c1cccc(S(=O)(=O)Nc2ccccn2)c1	5.6	4.5	10.1	-0.417	-8.0	3.5	0.4	-25.1	-2.9
COc1cccc(C2(O)CCN(C(=O)c3cccs3)CC2)c1	-0.7	2.7	-4.4	0.52	-8.9	-15.6	0.7	-19.7	-1.4
O=Nc1c(-c2cccc([N+](=O)[O-])c2)nc2ncccn12	2.6	-9.9	-4.0	0.204	15.6	-13.2	1.7	-0.4	0.3
O=C(Nc1cnccn1)c1ccncc1	13.1	-6.3	-0.3	-0.0668	-10.6	1.3	1.8	-14.6[20 µM]	-0.9
COc1ccc(NC(=O)c2c(C)noc2-c2snnc2C)cc1	3.4	15.3	0.1	.	4.7	-4.3	-0.6	-17.7	-3.7
c1coc(CNc2c3c(nc4ncnn24)CCCC3)c1	-4.5	2.6	-4.3	4.99*	11.1	1.9	0.1	-19.2	-4.1
CCOC(=O)c1cc(NC(=O)Nc2ccccc2OC)c(C)nc1C	5.4	-6.0	-16.3	-0.161	-0.4	-26.7	-2.5	-6.8[20 µM]	-3.7
CC1=C(C)CC2(SC1)C(=O)N(c1ccccc1)N=C2N (stereo not drawn)	8.7	7.6	0.9	0.81	29.5	1.7	0.7	-15.5	22.5
c1cnc(N2CC[N+]3(CCCC3)CC2)nc1	1.5	-4.5	-4.4	1.38	-24.1	-3.5	1.1	-30.0	-3.2
COc1ccc(COC(=O)NC2CCN(S(=O)(=O)c3ccc(OC)cc3)CC2)cc1	14.1	-8.2	0.9	.	11.2	-4.5	-0.8	-0.1[20 µM]	1.9
COc1cc(OC)c(C2C(C(=O)N3CCOCC3)=C(C)NC3=C2C(=O)CC(C)(C)C3)cc1OC (stereo not drawn)	22.0	-6.1	14.0	-0.758	-7.1	-1.0	0.6	-11.2[20 µM]	3.4
Cc1cc(C(=O)COC(=O)c2ccc(O)cc2)c(C)n1CC1COc2ccccc2O1 (stereo not drawn)	7.3	4.1	2.3	-0.0748	-45.3	-4.2	-0.7	-12.1	-4.7
CC(=O)Nc1cc(C(F)(F)F)ccc1N1CCOCC1	8.6	7.8	0.7	-0.13	-7.9	-16.7	0.9	-19.8[20 µM]	-0.8
CC1=NNC(=O)C1CC(=O)N/N=C/c1sccc1C (stereo not drawn)	3.8	6.7	0.1	0.873	-23.4	-0.5	-0.3	-10.6	9.3
Cc1[nH]n(-c2ccccc2)c(=O)c1/C=N/c1ccccn1	0.1	4.5	-2.7	17.6*	0.6	2.7	1.1	6.2	-3.3
COc1ccc(C(C)=O)cc1Cn1cnc2c(cnn2C)c1=O	0.3	-1.5	-6.5	0.518	5.9	-6.5	-0.4	-8.9	-5.0
CSCCC(NC(=O)COc1ccccc1)C(=O)OCC(=O)c1cc2ccccc2o1 (stereo not drawn)	26.0	0.3	18.7	0.409	-4.4	-16.1	-0.1	1.4[20 µM]	0.7
COc1ccc(C(=O)N/C(=C\c2cn(S(=O)(=O)N(C)C)c3ccccc23)C(=O)NC(C)C)cc1	6.4	.	-2.5	-0.0976	-14.3	.	0.5	-10.5	-4.2
CC(C)C(=O)N1CCN(c2nc(-c3ccccc3)c3c(c2C#N)CC(C)(C)OC3)CC1	26.5	8.2	11.7	-0.0221	-397.7	-45.6	-1.7	-5.8	0.6
NNC(=O)c1cc2c(s1)CCCCCC2	10.5	4.5	-7.4	-1.29	27.6	12.9	0.9	-17.4[20 µM]	-0.4
O=C(COc1ccccc1)N/N=C/c1ccc([N+](=O)[O-])o1	21.9	4.3	5.7	-0.0781	16.5	10.0	0.5	-5.7	12.0
Cc1occc1C(=O)NNC(=S)Nc1ccccc1	9.9	-3.7	5.3	.	-8.8	-12.2	0.1	-16.3[20 µM]	2.3
Cc1cccc2c1-c1sc(C(=O)Nc3nccs3)cc1CO2	9.5	-0.9	15.6	-1.61	-152.5	8.7	-0.3	-15.5	14.5
CCc1ccc(CCC(=O)Nc2nnc(CC)s2)o1	15.9	-0.9	1.6	0.429	-16.3	5.4	0.8	-19.6	2.0
O=C1CC(C(F)(F)C(F)(F)C(F)(F)C(F)(F)F)=Nc2ccccc2N1	1.3	15.6	-9.3	0.31	19.4	-1.5	1.1	-16.2[20 µM]	-4.7
Cc1cc(C(=O)CSc2nnc(-c3ccccc3)o2)c(C)n1CC1COc2ccccc2O1 (stereo not drawn)	10.5	3.8	-0.5	-0.214	-50.8	-9.3	2.2	-2.7[20 µM]	2.5
CCOC(=O)c1c(NC(=O)CSc2nnc(C)s2)sc2c1CCCCC2	6.4	11.2	-4.1	0.00723	-1.2	-8.6	-0.1	-14.8[20 µM]	-6.2
COC(=O)c1cc(COC(=O)c2ccc(OC)c(S(=O)(=O)N3CCCC3)c2)oc1C	24.5	17.2	-2.1	.	-9.3	15.9	-0.2	-16.0	-13.7
CCOC(=O)c1ccc2[nH]c3c(c2c1)CCCC3O (stereo not drawn)	9.9	31.9	4.9	-0.0881	-11.5	1.4	1.9	-26.9	0.5
CCOC(=O)Cn1c(-c2ccccc2)ccc(C#N)c1=O	12.6	-5.7	4.7	-1.05	21.4	-7.5	0.0	-3.4	2.1
CNc1ccc(C(O)(C(F)(F)F)C(F)(F)F)cc1C(O)(C(F)(F)F)C(F)(F)F	4.2	-2.7	-2.5	0.518	-15.5	-16.3	1.9	-17.3[20 µM]	-9.2
COC(=O)c1c(C(=O)OC)c(-c2cccc(C)c2)n2c1CS(=O)C2 (stereo not drawn)	9.3	0.6	5.2	.	15.3	2.6	1.9	-26.5	-1.6

# Next results.
SMILES	FXIIa inh 1536	Rad51 HR inh	FXIa inh	KCC2 mod	Calpain2 inh	hK5 inh	PERK inh	Furin inh	thrombin 1536
CC(=O)N1CCN(c2ccc(NC(=O)c3ccc(C)cc3)cc2)CC1	10.1	3.2	-1.1	0.33	-31.3	15.6	0.8	19.3[20 µM]	-0.8
CC(C)Cc1nc(SCC(=O)Nc2ccc(S(N)(=O)=O)cc2)n[nH]1	2.9	-2.3	5.5	0.613	38.0	-9.9	0.1	-19.9[20 µM]	1.6
O=C(Nc1ccc(C(F)(F)F)cc1)c1cc(-c2cccnc2)nc2ccc(Br)cc12	6.2	-8.3	-4.8	.	-43.9	-6.0	0.6	-15.0[20 µM]	-0.1
Cc1cc(C)n(-c2nc3ccccc3nc2N2CCN(S(=O)(=O)c3ccc4ccccc4c3)CC2)n1	32.9	-5.7	16.6	.	-189.9	-32.5	-0.9	-10.0[20 µM]	1.2
